rmGlu8 calcium flux – rat mGlu8 modulation via Gqi9 calcium signal, confirmation, counter-screen for GIRK activator project, cell-based, HEK293 rmGlu8, Gqi9 chimera | HEK293 rmGlu8/Gqi9 calcium flux, Fluo-4 fluorescence; glutamate at EC20 added after compound | calls only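 (single compound addition from 20 µM solution with 0.2% DMSO)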 | 2,100 tested, 4% active;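 active = calcium fluorescence trace judged by eye to show a response, as agonist, enhancer of the glutamate response, or inhibitor; inactive = trace judged by eye to show no response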
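Material: rat mGlu8 HEK-293 cells with transient Gqi9. Medium: HEPES-buffered HBSS, pH 7.4. Compound: one dose, 20 µM addition solution, 0.2% DMSO. Schedule: compound 4 min before glutamate, then 2 min recording. Technique: Fluo-4 calcium fluorescence sampled at 1 Hz.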
Calls only; i = inactive; + = active, no number. These rows are one share of the data. The share of hits here may be higher or lower than overall.

SMILES | rmGlu8 calcium flux
Cc1cccc(NC(=S)NNC(=O)c2csc3c2CCCC3)c1 | i
c1cn(C23CC4CC(CC(C4)C2)C3)cn1 | i
CC(C)(C)C1CCc2c(C(=O)N/N=C/c3cccs3)csc2C1 (stereo not given) | i
C/C(=N\NC(=O)c1ccccc1O)c1ccc(Br)s1 | i
COc1ccc(C(=O)NC(=S)NCCO)cc1Br | i
Cc1cc([N+](=O)[O-])ccc1-c1ccc(C2Nc3ccccc3C(=O)N2O)o1 (stereo not given) | +
CCOCc1c(C(=O)OCC(=O)Nc2ccc(C)c(S(=O)(=O)N(C)C)c2)oc2ccccc12 | i
C=C(C)C1CC=C(C)/C(=N/NC(=S)Nc2ccccc2)C1 (stereo not given) | i
CC(Nc1nc(N2CCCC2)nc2ccccc12)c1ccccc1 (stereo not given) | i
O=C(N/N=C/c1ccccn1)c1ccc(Br)cc1 | i
COc1cc(-c2nnc(CSc3nc4ccccc4s3)o2)cc(OC)c1OC | i
COc1ccc(OC)c(Nc2cc(-c3ccccc3)nc(N)n2)c1 | i
CCOc1ccc(C2=NNC(c3cccs3)=Nc3ccc(OC)cc32)cc1 | i
S=c1[nH]nc(-c2ccco2)n1/N=C/c1ccc(Br)s1 | i
O=C(COc1c(Br)cc(Br)c2cccnc12)N1CCc2ccccc2C1 | i

Shown comma-delimited: 4 of the compounds above.
Molecule,rmGlu8 calcium flux
CCOc1ccc(C2=NNC(c3cccs3)=Nc3ccc(OC)cc32)cc1,i
Cc1cccc(NC(=S)NNC(=O)c2csc3c2CCCC3)c1,i
S=c1[nH]nc(-c2ccco2)n1/N=C/c1ccc(Br)s1,i
c1cn(C23CC4CC(CC(C4)C2)C3)cn1,i

The listing picks up; the two compounds before the break are reprinted first.
SMILES | rmGlu8 calcium flux
S=c1[nH]nc(-c2ccco2)n1/N=C/c1ccc(Br)s1 | i
O=C(COc1c(Br)cc(Br)c2cccnc12)N1CCc2ccccc2C1 | i
CN1C=CC2=C(C#N)C(N)C(C#N)(C#N)[C@H](c3ccccc3)[C@H]2C1 (stereo not given in full) | i
CC1=CC(=O)OC1Cc1ccncc1 (stereo not given) | i
Cn1c(NCc2cccc(Br)c2)nc2ccccc21 | i
CCn1c(-c2cc3c(C(F)(F)F)nn(C)c3s2)n[nH]c1=S | i
O=C(Oc1ccccc1)c1cccc(COC(=O)c2cnccn2)c1 | i
Cc1cccc(CSc2cccc3cccnc23)c1 | i
CC(C)c1ccc(-n2cccc2/C=C2/C(=N)N3C=CSC3=NC2=O)cc1 | i
CCc1ccc(-c2nc(CN3CCC(C(=O)NCc4ccco4)CC3)c(C)o2)cc1 | i
O=c1c2ccccc2[nH]c(=S)n1CCN1CCN(Cc2ccccc2)CC1 | i
CN1CCN(Cc2cccc(Oc3ccc(Cl)cc3)c2)CC1 | i
CC(NC(=O)COc1ccccc1)C(=O)NC1=NCCS1 (stereo not given) | i
COc1cccc(NC(=O)CSc2nc(N)cc(N)n2)c1 | i
Cc1cc(C)n(-c2ccc(C(=O)OCC(=O)Nc3ccc(Cl)c(S(=O)(=O)N(C)C)c3)cc2)n1 | i
CCn1c(-c2cc(-c3cccc(OC)c3)nc3ccccc23)n[nH]c1=S | i
Cc1sc2ncnc(SCc3ccco3)c2c1C | i
CC(=O)c1cccc(NC(=S)NC(=O)c2cccc(Cl)c2)c1 | i
Cc1ccc(-n2ncc3c(SCc4ccccc4)ncnc32)cc1 | i
CCCCOC(=O)c1ccc(NC(=S)NC(=O)c2c(Br)c(C)nn2C)cc1 | i
CC1CCN(c2ccccc2NC(=S)NC(=O)c2ccco2)CC1 | i
Cc1csc(NC(=S)Nc2cccc(Cl)c2)n1 | i
Fc1ccc2nc(-c3ccccc3)nc(SCc3nnc(-c4ccccc4)o3)c2c1 | i
CC(=O)Nc1ccc(NC(=O)CSc2nccn2Cc2ccccc2)cc1 | i
O=c1oc(-c2ccc(Br)o2)nc2ccccc12 | i
CCC(=O)Nc1ccc2c(c1)ncn2-c1ccc(OC)cc1 | i
COc1ccc(-n2cc(-c3ccccc3)[nH]c2=S)cc1 | i
Cc1cc(NC(=O)Nc2ccccc2)n(-c2ccccc2)n1 | i
O=C(Nc1ccc2oc(-c3ccncc3)nc2c1)c1c(F)c(F)c(F)c(F)c1F | i
COc1ccc(Cn2nnnc2C(c2ccccc2Cl)N2CCN(C3CCCC3)CC2)cc1 (stereo not given) | i
CCn1c(O)c(N=NC2=NC(=O)CS2)c2cc(C)ccc21 | i
Cc1cc(C)cc(NC(=O)Cn2cc3c(n2)CCCCC3)c1 | i

Random excerpt: six entries already listed
SMILES | rmGlu8 calcium flux
Cn1c(NCc2cccc(Br)c2)nc2ccccc21 | i
O=C(COc1c(Br)cc(Br)c2cccnc12)N1CCc2ccccc2C1 | i
O=c1c2ccccc2[nH]c(=S)n1CCN1CCN(Cc2ccccc2)CC1 | i
COc1ccc(-n2cc(-c3ccccc3)[nH]c2=S)cc1 | i
Cc1cccc(NC(=S)NNC(=O)c2csc3c2CCCC3)c1 | i
CCCCOC(=O)c1ccc(NC(=S)NC(=O)c2c(Br)c(C)nn2C)cc1 | i

(further entries)
SMILES | rmGlu8 calcium flux
O=c1c(O)c(-c2cccs2)oc2ccccc12 | i
COC(=O)c1ccc(-n2c(C)cc(C(=O)CSc3ccc(NC(C)=O)cc3)c2C)cc1 | +
CCN(CC)CCN1C(=O)c2oc3ccccc3c(=O)c2C1c1ccc(C)cc1 (stereo not given) | i
O=C(CSc1nnnn1-c1ccc(O)cc1)Nc1cccc(S(=O)(=O)N2CCCC2)c1 | i
Cc1ccc2cccc(NC(=S)NC(=O)c3ccnn3C)c2n1 | i
CC1CCN(C(C(=O)Nc2ccc3c(c2)OCO3)c2ccccc2)CC1 (stereo not given) | i
COC(=O)c1cc(CSc2nc3ccc(C)cc3[nH]2)oc1C | i
Cc1c(C(=O)NC(=S)Nc2ccccc2N2CCCC2)cccc1[N+](=O)[O-] | i
O=c1c2c(nc3c(-c4cccc(Br)c4)c[nH]n13)CCCC2 | i
Cc1ccc(NC2=NC(=S)N(CC#N)C23CCCCC3)cc1 | i
CC(C)CCNC(=O)C(C)N(Cc1ccc(F)cc1)C(=O)c1ccc(CN2CCCCC2)o1 (stereo not given) | i
CCSc1nnc(NC(=O)CC)s1 | i
CC(C)(C)OC(=O)COc1cc(O)c2c(=O)cc(-c3ccccc3)oc2c1 | i
COc1ccc(NC(=O)C(=O)NNC(=O)c2cccs2)cc1 | i

Compound activity from PubChem.
